Source: PubChem (several laboratories)
LYP act = activators of human LYP (PTPN22) phosphatase. activation, % at 2 µM. AID 697. 96,000 tested, 0.11% active. recombinant LYP, DiFMUP fluorescence; 0 = plate median, 100 = signal doubled;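 active = activation at 2 µM above a set limit, the mean plus 5 SD, cut at about 37% in these data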
Rev-RRE block = inhibitors of HIV-1 Rev-RRE RNA interaction | P05866 | 97,000 tested, 0.79% active | inhibition, % at 8 µM | Rev peptide-RRE RNA binding, FRET;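 active = inhibition above the screen-wide mean plus 3 SD, cut at about 35% in these data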;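 also: 0% = median DMSO wells and 100% = median Neomycin B control wells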
Target sequence (P05866 whole entry, looked up): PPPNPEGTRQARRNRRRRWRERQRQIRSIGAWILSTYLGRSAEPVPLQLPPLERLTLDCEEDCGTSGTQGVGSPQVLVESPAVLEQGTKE
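Test system: labelled RRE RNA duplex and labelled Rev peptide. Times: 5 min compound–RNA preincubation, then 15 min with peptide, 25 °C. Doses: single-dose 8 µM. Measured by: FRET, excitation 480 nm, emission 540 nm donor and 671 nm acceptor. Measure: % inhibition of FRET ratio versus controls.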
Calb biofilm kill = kills Candida albicans biofilms; C. albicans biofilm + clotrimazole, Alamar Blue; 85,000 tested, 0.14% active; inhibition, % at 6 µM; AID 834;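 active = inhibition above 20%; inactive = inhibition below 20%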;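 also: preformed 24 hr biofilms exposed to compound for 48 hr; 0% = biofilm without compound and 100% = blank killed by clotrimazole plus chlorhexidine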
CYP2C9 act = activators of human CYP2C9; P11712; recombinant CYP2C9, luciferin-H conversion, luminescence; hits give high values; factor 1 = untreated enzyme, 0 = blocked; activation factor at 5 µM; 96,000 tested, 1.4% active; AID 1024;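 active = activation factor of 2 or more for CYP2C9 at a 5 µM dose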;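 also: 0 = sulfaphenazole-blocked wells and 1 = vehicle-only wells; values of inactives mirror those of a sister screen read the other way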
Target sequence (P11712 whole entry, looked up): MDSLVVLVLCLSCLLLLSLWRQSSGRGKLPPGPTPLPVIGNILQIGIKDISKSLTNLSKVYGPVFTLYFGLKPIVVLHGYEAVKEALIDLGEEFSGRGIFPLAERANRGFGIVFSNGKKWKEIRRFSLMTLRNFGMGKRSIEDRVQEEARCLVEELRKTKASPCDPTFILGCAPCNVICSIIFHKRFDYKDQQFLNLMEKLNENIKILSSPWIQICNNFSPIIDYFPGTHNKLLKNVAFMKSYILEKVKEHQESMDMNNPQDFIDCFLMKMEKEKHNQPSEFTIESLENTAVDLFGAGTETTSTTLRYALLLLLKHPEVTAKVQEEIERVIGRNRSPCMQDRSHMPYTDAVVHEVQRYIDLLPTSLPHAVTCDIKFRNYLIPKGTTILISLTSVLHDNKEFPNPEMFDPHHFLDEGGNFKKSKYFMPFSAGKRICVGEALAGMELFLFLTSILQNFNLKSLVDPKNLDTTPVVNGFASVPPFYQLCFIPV
PLK1 kinase inh = PLK1 (human) kinase inhibition; 97,000 tested, 0.53% active; recombinant PLK1 kinase, TR-FRET peptide phosphorylation; inhibition, % at 10 µM;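 active = inhibition of 50% or more in the single-concentration screen; inactive = inhibition below 50%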;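 also: 0% = DMSO max control and 100% = H-89 dihydrochloride min control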
LYP inh 2 = LYP (human) phosphatase inhibition; Q9Y2R2; recombinant LYP catalytic domain, DiFMUP fluorescence; inhibition, % at 2 µM; 96,000 tested, 0.21% active; AID 640;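 active = inhibition at 2 µM at or above a set limit, the screen mean plus 3 SD, cut at about 24% in these data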;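 also: 0% = DMSO with enzyme and 100% = enzyme fully blocked by orthovanadate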
PLK1 PBD inh = inhibitors of human Plk1 polo box domain binding; Plk1 PBD phosphopeptide binding, fluorescence polarization; 97,000 tested, 0.13% active; P53350; AID 693; inhibition, %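 (tested at about 20 µM)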; in the data active = inhibition above about 34%, passing the limit was not always enough
CYP2C9 inh = human CYP2C9 inhibition | P11712 | CYP2C9 Supersomes, luciferin-H conversion, luminescence | inhibition, % at 5 µM | 96,000 tested, 20% active | AID 777;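 active = blocking of liver enzyme CYP2C9 beyond about 50% at 5 µM, limit read from the data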; also: values of inactives mirror those of a sister screen read the other way
EphB4 ephrin blk = EphB4-ephrin-B2 interaction antagonism | EphB4 LBD / TNYL-RAW-Alexa532 peptide, fluorescence polarization | AID 720 | 97,000 tested, 0.15% active | P54760 | inhibition, % at 7 µM;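 active = inhibition above the screen-wide mean inhibition plus 3 SD, cut at about 15% in these data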;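 also: 0% = DMSO wells and 100% = excess unlabeled TNYL-RAW peptide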
* hit, by the source's call; · = no result given; [ ] = remark or other dose.

canonical_smiles	LYP act	Rev-RRE block	Calb biofilm kill	CYP2C9 act	PLK1 kinase inh	LYP inh 2	PLK1 PBD inh	CYP2C9 inh	EphB4 ephrin blk
CCOc1cc2[nH]c(=O)n(CCCCCC(=O)NCc3ccco3)c(=O)c2cc1OCC	1.9	5.8	0.2	1	-0.5	1.8	0.4	4.0	0.9
CC(=O)N1CCc2c(sc(NC(=O)c3ccc(S(=O)(=O)N(C)C)cc3)c2C#N)C1	-2.1	19.3	13.0	·	-6.7	0.4	-8.2	·	-0.1
COCCn1nnnc1C(c1ccc(OC)cc1)N1CCN(c2ccccc2F)CC1 (stereo not drawn)	-2.4	10.0	·	·	-13.2	0.0	-1.7	·	4.6
Cc1cc(C(=O)Nc2nnc(C(F)(F)F)s2)no1	-4.4	2.8	-0.6	0.5	9.0	2.7	-19.4	53.9*	2.6
O=C(c1cccc(-n2cnnn2)c1)N1CCOCC1	-9.1	8.0	6.9	1.2	-13.9	10.6	-6.3	-15.8	2.2
COc1ccc(N2CCN(C(=O)c3cccc(Cn4cc(Cl)cn4)c3)CC2)cc1	-1.0	4.4	·	0.8	-10.7	-2.5	3.1	19.1	1.6
Cc1cc(C)cc(NC(=O)CSc2nnc(-c3ccccc3C)o2)c1	-6.3	12.1	-1.4	1.1	-3.5	9.4	-44.1	-5.8	8.9
O=C(NC1CCCCC1)c1ccc(S(=O)(=O)NCc2cccnc2)cc1	0.7	1.9	6.2	0.8	3.1	-3.1	19.6	24.2	7.5
Nn1c(SCC(=O)N2CCN(S(=O)(=O)c3ccc(Cl)cc3)CC2)nnc1-c1cccs1	-4.1	2.0	8.1	0.5	-2.8	7.2	-3.1	50.5*	-1.5
N#Cc1c(NC(=O)CSc2nnc(-c3ccccc3O)n2-c2ccccc2)sc2c1CCCC2	-2.3	8.7	3.1	0.3	-13.5	1.6	-11.1	67.2*	-8.9
COc1ccccc1NC(=O)CSc1nnnn1-c1ccc(C)cc1	-3.1	11.0	8.0	·	-7.3	2.5	5.6	·	-7.3
CCOC(=O)C1CCN(Cc2c(F)cccc2Cl)CC1	-1.4	-1.1	·	0.8	-6.5	5.2	-8.8	17.4	3.2
O=C(NCc1n[nH]c(=S)n1-c1ccc(F)cc1)c1ccco1	-2.5	5.3	6.9	1.1	-4.7	4.1	-6.9	-6.6	1.8
CC1CCCCN1C(=O)COC(=O)c1n[nH]c2ccccc12 (stereo not drawn)	-1.4	-2.8	8.8	0.9	-2.9	3.5	-23.1	8.2	-3.7
CCn1c(=O)c(C(=O)CN2CC(C)OC(C)C2)c(N)n(Cc2ccccc2)c1=O (stereo not drawn)	9.9	8.3	8.5	0.9	-9.3	-13.3	-23.6	10.3	-0.7
CCC(C)n1c(SCC(=O)Nc2ccccc2C(F)(F)F)nc2ccsc2c1=O (stereo not drawn)	-6.4	16.4	2.3	0.3	-10.2	8.0	23.2	71.9*	3.6
CC1CC(=O)C2=C(C1)Nc1ccccc1N(C(=O)COc1ccccc1)C2c1ccco1 (stereo not drawn)	-11.1	5.4	-3.3	0.5	-2.7	9.4	-9.7	48.0	5.8
COc1ccc(NC(=O)Cn2nnc(C(=O)NCc3cccc(OC)c3)c2N)cc1	5.0	3.0	-9.6	1.5	-2.0	-7.4	16.0	-51.1	-4.1
CC(C)(C)c1ccc(O)c(/C=N\O)c1	5.5	6.5	9.8	0.6	2.0	-8.3	17.9	43.6	-3.6
CCNc1nc(N)c(C(=O)c2ccc(Cl)s2)s1	0.6	-2.8	13.0	0.5	68.2*	-3.1	-25.5	54.2*	-5.1
Cc1ccc2c(c1)C(C)CC(C)(C)N2C(=O)NC1CCCCC1 (stereo not drawn)	3.8	1.2	6.5	1.4	-12.2	0.1	-12.4	-37.9	2.2
O=C1c2cccnc2C(O)N1Cc1ccc(F)cc1 (stereo not drawn)	1.2	4.7	8.5	·	-1.9	-4.2	-7.7	·	7.3
CCOc1ccccc1N1C(=O)c2ccc(C(=O)Nc3cccnc3)cc2C1=O	-1.3	6.4	3.0	0.3	-5.4	-1.1	-1.1	65.4*	-0.3
Cc1ccccc1-c1nc(-c2ccc(NC(=O)c3ccc4c(c3)OCO4)cc2)no1	-13.7	5.2	1.5	0.8	-17.1	14.0	-1.9	17.4	-0.6
CCOc1cccc(SCc2noc(C(=O)NCC3CCCO3)c2C(=O)O)c1 (stereo not drawn)	-18.6	4.2	·	0.5	0.5	21.2	-5.8	50.1*	3.6
O=C(O)c1cccc(OCc2ccccc2Cl)c1	11.1	4.5	·	0.8	-2.2	-11.5	-6.9	17.2	0.9
c1ccc(-c2ccnc3nc(N4CCN(c5ccccc5)CC4)nn23)cc1	12.7	6.1	·	0.7	-10.9	-9.4	30.6	31.3	-7.0
COc1cc2c3c(c1OC)C1(C=CC(=O)C=C1)CC3N(C(=O)c1ccccc1)CC2 (stereo not drawn)	4.3	-2.2	·	0.1	-17.0	-1.8	-8.5	86.4*	-2.8
O=C(Nc1ccc(N2CCOCC2)c(Cl)c1)c1c(F)c(F)c(F)c(F)c1F	0.1	8.5	13.2	1.4	-5.2	-1.4	18.1	-40.8	1.5
COc1ccc(NS(=O)(=O)c2ccc(NC(=O)C3CCCO3)cc2)cc1 (stereo not drawn)	-4.9	8.6	2.6	0.3	-16.8	3.7	-13.7	65.1*	-2.5
O=C(Cn1c(=O)oc2ccccc21)N1CCN(c2ccc(N3CCOCC3)nn2)CC1	1.2	2.9	9.5	1.1	-12.4	-1.9	11.6	-10.5	0.3
COC(=O)c1ccc(NC(=O)c2ccc(F)cc2)o1	11.7	-1.1	·	0.9	-7.1	-16.4	2.9	10.5	-9.7
Clc1cc(NCc2cccs2)ccc1N1CCOCC1	-1.6	1.9	2.2	0.2	-9.8	-0.5	-14.7	80.8*	5.2
Cc1cccn2c(=O)c3cc(C(N)=S)c(=N)n(CCCOC(C)C)c3nc12	-13.2	30.2	11.4	0.6	-2.9	12.5	-1.3	36.2	-2.5
CCc1cc2c(=O)nc3n(c2s1)Cc1ccccc1/C3=C(/O)c1ccccc1Cl	-12.0	7.3	6.4	0.8	0.5	13.3	-9.6	18.7	2.5
O=C(COc1ccc(Cl)cc1)Nc1ccc(N2CCN(C(=O)c3ccco3)CC2)cc1	-2.9	-3.1	·	0.7	-9.0	5.5	3.2	32.1	-7.4
O=S(=O)(NCCOCCNS(=O)(=O)c1ccccc1)c1ccccc1	-6.2	9.7	-7.5	1.1	-3.0	5.2	-3.4	-5.3	3.9
c1cncc(-c2nnc3n2N=C(c2cccs2)CS3)c1	0.9	2.7	1.3	0.7	-14.0	2.8	-14.9	31.2	-1.3
O=Cc1c(N2CCN(c3cccc(Cl)c3)CC2)nc2ccccn2c1=O	10.2	5.4	·	0.5	16.0	-12.5	-7.9	49.1	-6.8
CCn1c(CSc2nnc3ccccn23)nc2cc(C(=O)O)ccc21	-3.9	8.7	5.7	1.1	11.2	1.0	-14.7	-10.2	27.1*[fluorescence artefact?]
CCN(CC)CCCNc1nc2ccccc2[nH]1	-9.2	3.5	13.4	1.1	-12.0	6.3	25.2	-5.5	-9.1
Nc1c(C(=O)NC23CC4CC(CC(C4)C2)C3)sc2nc3c(c(C(F)(F)F)c12)CCC3	7.7	10.9	·	1	-92.6	-3.6	11.4	-2.6	1.4
COc1cc(/C=C/C2=NC(=O)C(C)(C)O2)ccc1O	0.6	8.8	11.2	1	14.7	-2.7	10.3	0.5	3.2
CCOC(=O)c1c(-c2cccs2)csc1NC(=O)COC(=O)c1c(C)noc1C	-1.9	5.9	0.2	0.1	-3.2	1.6	-1.3	86.9*	-4.2
CCOc1ccc(NS(=O)(=O)c2ccc3[nH]cc(C(=O)NC(C)CC)c(=O)c3c2)cc1 (stereo not drawn)	-4.5	18.5	1.3	·	3.8	1.9	-5.8	·	-0.5
N[C@@]12CCc3nonc3[C@]1(O)CC(c1ccccc1)=[N+]2[O-]	3.2	2.8	4.2	1	-11.9	-5.1	8.2	-3.7	1.6
c1ccc(CN2c3ccccc3-c3nc4ccccc4n3C2c2ccccn2)cc1 (stereo not drawn)	6.6	1.8	9.1	0.6	-6.7	-4.8	-12.6	42.3	-4.0
CSc1ccccc1C(=O)NCc1ccc2c(c1)OCO2	-1.8	11.1	7.5	0.9	-9.1	1.0	-17.0	11.6	-3.6
CC1(C)CC(=O)C/C(=N/NC(=O)CCCOc2ccc(Cl)cc2Cl)C1	-3.4	8.5	·	0.8	-17.0	5.7	-28.5	18.8	5.3
O=c1[nH]c(SCc2n[nH]c(=S)n2-c2ccccc2)nc2ccccc12	-1.3	2.4	2.6	0.2	2.3	5.0	-7.3	79.8*	4.0
O=C(NCc1ccc2c(c1)OCO2)c1cc(-c2ccccc2)on1	-11.2	0.9	5.9	1.2	5.3	7.8	-10.0	-15.7	5.3
CS(=O)(=O)Nc1ccc(C(=O)NCC2CCCO2)cc1 (stereo not drawn)	-13.9	1.7	0.7	0.9	-15.8	10.9	0.5	14.7	1.6
Cc1cc(C)nc(SCc2ccc3nonc3c2)n1	-0.5	0.4	·	0.8	-5.9	4.8	-9.6	23.3	-5.4
O=C1CC(C(=O)Nc2ccccc2)N=C(N2CCOCC2)N1 (stereo not drawn)	-6.7	5.9	10.4	1.1	-14.4	7.3	-6.1	-14.6	-6.2
CCOc1cc(CNCCO)cc(Br)c1OCc1ccc(Cl)cc1Cl	9.7	3.6	·	1.1	-4.3	-8.1	-36.0	-7.0	-7.0
COc1ccc(-c2c3c(=O)n(C)c(=O)n(C)c3cn2N2CCOCC2)cc1	6.1	-2.8	·	0.8	-2.8	-0.7	17.4	15.0	0.4
